GalR3 antag – blocks the human galanin receptor 3; HEK293 GalR3-CNG cAMP membrane potential fluorescence; galR3 body fused to GalR1 C-terminus; inhibition, % at 3 µM; actives 0.44% (n = 360,000);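 active = inhibition above the screen-wide average plus 3 SD, cut at about 13% in these data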;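 also: forskolin and galanin both at EC90 stimulate the cells; cAMP rise reported by CNG channel membrane potential dye signal; 0% = forskolin plus galanin with DMSO and 100% = forskolin alone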
Target sequence (O60755 1-299 limits assumed): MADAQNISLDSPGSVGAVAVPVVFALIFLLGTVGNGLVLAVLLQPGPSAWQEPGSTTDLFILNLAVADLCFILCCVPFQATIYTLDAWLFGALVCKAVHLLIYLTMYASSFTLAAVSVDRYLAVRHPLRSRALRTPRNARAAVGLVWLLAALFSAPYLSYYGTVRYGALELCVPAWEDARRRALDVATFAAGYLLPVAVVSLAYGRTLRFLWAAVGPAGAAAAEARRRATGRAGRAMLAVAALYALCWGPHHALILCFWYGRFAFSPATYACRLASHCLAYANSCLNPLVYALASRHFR
The depositor's hits bear a star.

SMILES | GalR3 antag
COCCN1C(=O)COc2ccccc2C1C(=O)Nc1c(C)cccc1C (stereo unspecified) | -5
c1ccc2c(c1)Sc1cnccc1N2CC1CO1 (stereo unspecified) | -6
C[C@H]1CN([C@@H](C)CO)S(=O)(=O)c2ccc(Br)cc2O[C@@H]1CN(C)C(=O)Cc1cccnc1 | -6
COC(=O)C1=C(C)N(C)C(=NCc2ccc3c(c2)OCO3)NC1c1cccc(F)c1 (stereo unspecified) | -5
COc1ccc(C#Cc2ccc(C3=CC(=O)CC(C)(C)C3=O)cc2)cc1 | -6
O=C(CCOc1cccc(Br)c1)NNC(=O)COc1ccc(F)cc1 | -5
CC(=O)Nc1ccc2c(c1)-c1ccc(F)cc1C2=O | -3
C[C@H](O)[C@@H]1C(=O)N2CCc3ccc(-c4cccc(F)c4)cc3[C@@H]2C[C@@H]1N(C)S(=O)(=O)c1ccccc1 | -6
Cc1ccc(C)c(C(O)c2ncc(-c3cccc4ccccc34)[nH]2)c1 (stereo unspecified) | -9
COC(=O)CCCn1cc(CN2CC(N3CCN(Cc4ccccc4F)CC3)CS2(=O)=O)nn1 (stereo unspecified) | -5
COc1ccccc1OCC(=O)Nc1ccc(C(=O)Nc2ccccc2C(=O)O)cc1 | -5
COP(=O)(OC)OC(C(=O)c1ccccc1)c1ccccc1 (stereo unspecified) | 0
CCCn1c(C)cc(C(=O)CN2C(=O)NC3(CCCCCC3)C2=O)c1C | -4
CCOC(=O)C1=CN(Cc2ccco2)S(=O)(=O)N(CC)C1c1ccc(C(F)(F)F)cc1 (stereo unspecified) | -5
Cc1ccc(SCC(=O)N2CCN(c3ccc(F)cc3)CC2)cc1 | -1
O=C1Nc2ccccc2-n2nnnc2C1N1CCN(c2ccc(C(F)(F)F)cc2[N+](=O)[O-])CC1 (stereo unspecified) | -6
CC(C)(C)OC(=O)N(CCc1ccccc1)Cc1ccccc1OCc1cccc(NC(=O)C2CCC2)c1 | -7
COc1ccccc1NS(=O)(=O)c1cc(C(=O)NC2CCN(Cc3ccccc3)CC2)ccc1C | 90*
COc1ccc(Br)c(Cn2c(C)c(C(=O)NCCC#N)sc2=O)c1 | 6
O=C(NCc1ccc(Cl)nc1)c1csc([C@@H]2O[C@H](CO)[C@H](O)[C@H](O)[C@H]2O)n1 | -3
CCOC(=O)C1(C)CCCN1C(=O)c1ccc2ccccc2c1 (stereo unspecified) | -6
COc1ccc(OC)c(C=NNC(=O)NN=Cc2cc(OC)ccc2OC)c1 | 2
Fc1cccc(Cc2c(-c3ccccc3)nc3c(Cl)cc(C(F)(F)F)cn23)c1 | -4
O=C(C(=O)N1CCN(c2ccccc2F)CC1)c1ccccc1 | -4
CCCNc1ncnc2[nH]ncc12 | -6
Cn1ccc2c(N3CCCCCC3)cc3c(c21)C1CCC3O1 (stereo unspecified) | -3
COC(=O)[C@]12C[C@H](CC(=O)NCc3ccccc3)C(=O)N(Cc3ccccc3)C1=C[C@H](C(C)C)O[C@@H]2C1CC1 | -8
c1ccc(C2OCCN2c2ccccc2)cc1 (stereo unspecified) | 0
CC1(C)OC(=O)C2=C(CC(CCc3ccccc3)OC2CCc2ccccc2)O1 (stereo unspecified) | -7
CSCCC(c1nnnn1C1CCCCC1)N1CCN(C/C=C/c2ccccc2)CC1 (stereo unspecified) | -1
CCc1ccc(CN(C)C(=O)C2=CC=CN3CCS(=O)(=O)N=C23)cc1 | -3
Cc1noc(C)c1S(=O)(=O)N1CCCCC1c1cc(C(=O)Nc2cccc3c2CCCC3)no1 (stereo unspecified) | -8
CN1C(=O)[C@H]2[C@@H](c3ccc(C(F)(F)F)cc3)N[C@]3(CCCN(Cc4ccc(Br)cc4)C3=O)[C@H]2C1=O | -2
Cc1cccc(COc2ccc(S(=O)(=O)N3CCOCC3)cc2[N+](=O)[O-])c1 | -2
CCOC(=O)N[C@@H](Cc1cccnc1)C(=O)N1CCC[C@H]1C(=O)NC1CCCC1 | -8
COc1ccc(NS(=O)(=O)c2cccc(C(=O)NCC(c3ccc(OC)cc3)N3CCCCC3)c2)cc1 (stereo unspecified) | -2

Of the compounds above, these contain an NH in an aromatic ring.
SMILES | GalR3 antag
Cc1ccc(C)c(C(O)c2ncc(-c3cccc4ccccc34)[nH]2)c1 (stereo unspecified) | -9
CCCNc1ncnc2[nH]ncc12 | -6

Remaining list, next part:
SMILES | GalR3 antag
CCc1nc2c(OCc3c(C)noc3C)cccn2c1N(C=O)Cc1ccccc1 | -8
CCOC(=O)N(C)c1c(CC)nc2c(OCc3ccc(S(C)(=O)=O)cc3)cccn12 | -8
CCc1nc2ccc(C(=O)Nc3cccc(OC)c3)cn2c1N(CCC(C)C)CCN(C)C | -8
CC(C)(C)n1nc(C2CC2)c(Br)c1NC(=O)c1ccccc1Cl | -5
CCN(CC(=O)NCc1cccs1)C(=O)c1cccc(S(=O)(=O)Nc2ccc(F)cc2)c1 | 1
COC(=O)C1=C(C)N(Cc2ccc(C(F)(F)F)cc2)C(=NCC2CC2)NC1c1ccccc1 (stereo unspecified) | -4
CC(C)C[C@H](NC(=O)c1ccccc1)C(=O)N1CCC[C@H]1C(=O)NCc1ccccc1 | -6
CCc1nc2ccc(C(=O)Nc3cccc(OC)c3)cn2c1N(CC)CCN(C)C | -4
O=C(O)/C(=C/c1ccc(Cl)c([N+](=O)[O-])c1)c1ccc(S(=O)(=O)N2CCCCC2)s1 | -4
Cc1ccc(C(=O)NCC(=O)N2CCCN(S(=O)(=O)c3ccc(C)cc3)CC2)cc1 | -4
Cc1ccc([C@@H]2C[C@H]3[C@@H](CN2S(=O)(=O)c2ccc(Cl)cc2)C(=O)C[C@@H](c2cccc(Cl)c2)N3S(=O)(=O)c2ccc(C)cc2)cc1 | -7
Cc1ccc(S(=O)(=O)N2C[C@H]3n4c(=O)ccc(=O)n4C[C@H](OC(=O)Nc4cccs4)[C@@]3(O)C2)cc1 | -1
COC(=O)c1cc2c(c3c4cc(OC)ccc4n(S(=O)(=O)c4ccc(OC)cc4)c13)C(=O)N(Cc1ccccc1)C2 | -6
O=C(NCCc1cccc(F)c1)C1CC(O)CN1C(=O)Nc1ccccc1 (stereo unspecified) | -2
O=C(Cc1cc(C(F)(F)F)cc(C(F)(F)F)c1)Nc1c(-c2ccccc2)[nH][nH]c1=O | -6
Nc1nc2c(ncn2[C@@H]2O[C@H](CNCc3ccc(F)c(N4CCOCC4)c3)[C@@H](O)[C@H]2O)c(=O)[nH]1 | -5
CCC(=O)c1cn(CC(=O)Nc2ccc(F)cc2)c2ccccc12 | -6
CC1=C(C(=O)N2CCCCCC2)CC(CC(=O)NCCc2ccccn2)C(=O)N1Cc1ccccc1 (stereo unspecified) | -1
COc1ccc(-c2cc(CCC(=O)N3CCN(c4cc(C)ccc4C)CC3)on2)cc1 | -6
CC(=O)c1ccc(OCCCC(=O)NCc2nnc3ccccn23)cc1 | -2
Cc1cc(C)c(NS(=O)(=O)c2ccccc2)c(C)n1 | -4
COCC(=O)N(C)C[C@@H]1Oc2ncc(Br)cc2C(=O)N([C@@H](C)CO)C[C@H]1C | -6
CC1(c2nnnn2Cc2ccccc2)CCC(=O)N1CCc1ccc(O)cc1 (stereo unspecified) | -9
Nc1cc2c(cc1Br)-c1ccc(F)cc1C2=O | -1
CC1=C(C(=O)N(C)C)CC(CC(=O)NC2CC2)C(=O)N1CCC1=CCCCC1 (stereo unspecified) | -5
COC(=O)[C@@]12C[C@@H](CC(=O)NCc3cccs3)C(=O)N(Cc3ccco3)C1=CCC(C)(C)C2 | -8
CCc1nc2ccc(C(=O)NC(C)(C)C)cn2c1N(CC)Cc1cccc(Br)c1 | -10
Cc1cc2c(cc1C)N1C(=O)c3cc4ccccc4cc3NC(=O)C1C(=O)N2 (stereo unspecified) | -3
CCOC(=O)C1(C)CCCN(C(=O)c2ccc3snnc3c2)C1 (stereo unspecified) | -6
Cc1cc(Br)cn2c(Cc3cccc(Cl)c3)c(C3CCCCC3)nc12 | -4
O=C1Cc2cccc(=O)c(O)c2C(=O)O1 | -1
CC1(C(=O)NCc2ccccc2)CN(S(C)(=O)=O)CC(=O)N1CCCn1ccnc1 (stereo unspecified) | -4
CCN(CC)c1cc2c(c3c1ccn3C)C1CCC2C1 (stereo unspecified) | -9
Cc1cccc(C)c1-n1nnnc1C(c1ccnc2ccccc12)N(CCC#N)Cc1ccccc1 (stereo unspecified) | -9
COc1ccccc1Cc1c(-c2ccc(Cl)cc2)nc2ccc(C)cn12 | -7
CCN(CC)C(=O)[C@H]1CC(CC(=O)NCCCN(C)C)C(=O)N2CCc3c([nH]c4ccc(OC)cc34)[C@]12C (stereo partly specified) | -4
CC(=O)c1cccc(OC(=O)c2ccccc2)c1 | -7
CC1(C(=O)Nc2ccc3c(c2)OCO3)CCN1Cc1ccccc1OC(F)F (stereo unspecified) | 0
Cc1ccccc1CN1[C@@H](CC(C)C)COc2cc(Br)ccc2S1(=O)=O | -7
CC1CN(C2CCCCC2)C(=S)N(c2ccccc2)C1=O (stereo unspecified) | -4
CCc1ccc(C(=O)NNC(=O)c2cccc(S(=O)(=O)N3CCN(C)CC3)c2)cc1 | -2
C[C@H]1CN([C@@H](C)CO)C(=O)CCCn2nncc2CO[C@@H]1CN(C)S(=O)(=O)c1cccs1 | -2
O=C(c1ccccc1)N1CCN(c2cc(-c3ccccc3)nc3cc(-c4cccc(Cl)c4)nn23)CC1 | -7
CCOC(CNCc1cc(C)c2[nH]c3ccccc3c2c1C)OCC | -6
CC1(C(=O)NS(=O)(=O)c2ccc(C#N)cc2)CCN1C(=O)CC1CCCC1 (stereo unspecified) | -8
Cc1ccc(S(=O)(=O)N(C)c2cccc3c2S(=O)(=O)N([C@H](C)c2ccccc2)C[C@@H](COCc2ccccc2)O3)cc1 | -5
CC(=O)Nc1sc(C)c(C)c1C(=O)OCC(=O)N(CCC#N)c1cc(C)cc(C)c1 | -4
COc1ccc(C2/C=C\CC(OCc3ccccc3)CC(=O)N2Cc2cccc(F)c2)cc1 (stereo unspecified) | -2
CC(C)(C)NC(=O)C(c1cccc2ccccc12)n1c(=O)c(-c2ccco2)nc2ccccc21 (stereo unspecified) | -4
N#Cc1ccc(C(C(=O)Nc2ccc3c(c2)OCCO3)n2c(=O)c(-c3ccco3)nc3ccccc32)cc1 (stereo unspecified) | -6
O=C(NC1CC1)c1ccc(NC(=O)C2CCCC2)cc1 | -5
C[C@H](O)C#Cc1ccc2c(c1)O[C@@H](CN(C)C(=O)c1ccncc1)[C@@H](C)CN([C@H](C)CO)S2(=O)=O | -6
OC(c1ccc(Cl)c(Cl)c1)c1ncc(-c2ccccc2Cl)[nH]1 (stereo unspecified) | -6
COC(=O)C1=C(C)N(Cc2cccc(C(F)(F)F)c2)C(=NCc2ccc(C(F)(F)F)cc2)NC1c1ccc(C(F)(F)F)cc1 (stereo unspecified) | -8
CCOC(=O)C1=CN(Cc2cccc(F)c2)S(=O)(=O)N(C)C1c1ccc2ccccc2c1 (stereo unspecified) | -6
Cc1ccc2c(c1C)C(=O)C(=O)N2 | -1
COc1cc(OC)cc(C(=O)NC(C(=O)NNC(=O)CN(C)S(=O)(=O)c2ccc(C)cc2)C(C)C)c1 (stereo unspecified) | -1
CCCCN1C[C@H](C)[C@@H](CC(=O)NC)C1=O | -7
N[C@@H](Cc1ccc(F)cc1)C(=O)O | 0
COc1cccc(CNC(=O)[C@H]2CCCN2C(=O)[C@H]2CCCN2C(=O)c2cccs2)c1 | 1
More structures:
SMILES | GalR3 antag
CC1CCC(N(C)C(=O)CN2C(=O)NC(c3ccccc3)(c3ccccc3)C2=O)CC1 (stereo unspecified) | -7
CC[C@]12c3[nH]c4cc(CCC(=O)N(C)C)ccc4c3CCN1C(=O)[C@@H](CC(=O)NCCN1CCOCC1)C[C@@H]2C(=O)N1CCN(C(=O)c2ccco2)CC1 | -3
Nc1nnc(SCC(=O)Nc2cccc(Cl)c2)s1 | -1
COc1ccc(-c2cc(NC(=O)Cc3c[nH]c4ccccc34)ccc2Nc2cccnc2)c(OC)c1 | -7
C=CCN(CC=C)Cc1cc(=O)oc2cc(C)c(C)cc12 | -2
COC(=O)c1cc(C)nc(Nc2nc(C(N)Cc3ccc(Cl)cc3)cs2)n1 (stereo unspecified) | 1
CSCCC(NC(=O)c1ccc(Cl)cc1Cl)C(=O)N(C)Cc1nc2ccccc2c(=O)[nH]1 (stereo unspecified) | -1
Cc1cn([C@H]2C[C@H](O)[C@@H](CNS(=O)(=O)N3CCCC3)O2)c(=O)[nH]c1=O | -5
FC(F)(F)C(F)(F)C(F)(F)c1nc2nc(Cl)c(Cl)nc2[nH]1 | -5
CC(C)N(C(=O)Cn1cc(S(=O)(=O)CC(=O)NCCc2ccccc2)c2ccccc21)C(C)C | -5
O=C1C(=Cc2ccco2)CCCC1=Cc1ccco1 | -4
Cc1ccc(S(=O)(=O)NN2CCCCCC2)cc1 | -3

Structural class, those above with a Cl atom.
SMILES | GalR3 antag
O=C(NCc1ccc(Cl)nc1)c1csc([C@@H]2O[C@H](CO)[C@H](O)[C@H](O)[C@H]2O)n1 | -3
Fc1cccc(Cc2c(-c3ccccc3)nc3c(Cl)cc(C(F)(F)F)cn23)c1 | -4
CC(C)(C)n1nc(C2CC2)c(Br)c1NC(=O)c1ccccc1Cl | -5
O=C(O)/C(=C/c1ccc(Cl)c([N+](=O)[O-])c1)c1ccc(S(=O)(=O)N2CCCCC2)s1 | -4
Cc1ccc([C@@H]2C[C@H]3[C@@H](CN2S(=O)(=O)c2ccc(Cl)cc2)C(=O)C[C@@H](c2cccc(Cl)c2)N3S(=O)(=O)c2ccc(C)cc2)cc1 | -7
Cc1cc(Br)cn2c(Cc3cccc(Cl)c3)c(C3CCCCC3)nc12 | -4
COc1ccccc1Cc1c(-c2ccc(Cl)cc2)nc2ccc(C)cn12 | -7
O=C(c1ccccc1)N1CCN(c2cc(-c3ccccc3)nc3cc(-c4cccc(Cl)c4)nn23)CC1 | -7
OC(c1ccc(Cl)c(Cl)c1)c1ncc(-c2ccccc2Cl)[nH]1 (stereo unspecified) | -6
Nc1nnc(SCC(=O)Nc2cccc(Cl)c2)s1 | -1
COC(=O)c1cc(C)nc(Nc2nc(C(N)Cc3ccc(Cl)cc3)cs2)n1 (stereo unspecified) | 1
CSCCC(NC(=O)c1ccc(Cl)cc1Cl)C(=O)N(C)Cc1nc2ccccc2c(=O)[nH]1 (stereo unspecified) | -1
FC(F)(F)C(F)(F)C(F)(F)c1nc2nc(Cl)c(Cl)nc2[nH]1 | -5

Screens as filed in PubChem.

Only part of the results is shown. The share of hits here may be higher or lower than overall.
